S1P2 antag = antagonists of human S1P2 receptor; inhibition, % at 5 µM; O95136; 0.21% of 97,000 active; cell-based S1P2 antagonist assay, inhibition at 5 uM; AID 736; in the data active = inhibition above about 45%;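 also: CRE beta-lactamase reporter cells expressing human S1P2 stimulated with S1P; 0% = agonist at EC80 alone and 100% = agonist plus reference antagonist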
S1P2 ag = agonists of human S1P2 receptor; AID 729; O95136; S1P2-expressing cell line, agonist reporter read-out; activation, % at 4.5 µM; 0.46% of 97,000 active; in the data active = activation above about 16%;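 also: 0% = vehicle low control and 100% = maximal reference agonist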
EphB4 antag = antagonists of human EphB4-ephrin-B2 interaction. P54760. EphB4 LBD / TNYL-RAW-Alexa532 peptide, fluorescence polarization. inhibition, % at 7 µM. 0.15% of 97,000 active;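 active = inhibition above the screen-wide mean inhibition plus 3 SD, cut at about 15% in these data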;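 also: 0% = DMSO wells and 100% = excess unlabeled TNYL-RAW peptide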
PostGolgi yeast = growth inhibition of a yeast mutant, post-Golgi transport screen. post-Golgi transport phenotypic cell assay. inhibition, % at 10 µM. 0.9% of 98,000 active. AID 739;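 also: yeast cells grown in 1536-well plates; yeast grown about 18 h at 30C before absorbance read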
FAK blocker = blocks human focal adhesion kinase activity; Q05397; biochemical FAK kinase activity assay; inhibition, %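 (tested at 7 µM)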; 0.84% of 97,000 active; in the data active = inhibition above about 19%;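 also: 0% = DMSO and 100% = reference compound high control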
PostGolgi ctrl = inhibits growth of the yeast control strain. inhibition, % at 10 µM. efflux-deficient yeast background strain, growth absorbance A615, 16 h. 5% of 98,000 active. AID 738
LYP inh 2 = blocks human PTPN22 phosphatase activity; recombinant LYP catalytic domain, DiFMUP fluorescence; inhibition, % at 2 µM; 0.21% of 96,000 active;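 active = inhibition at 2 µM at or above a set limit, the screen mean plus 3 SD, cut at about 24% in these data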;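 also: 0% = DMSO with enzyme and 100% = enzyme fully blocked by orthovanadate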
Target sequence (Q9Y2R2 whole entry, looked up, the tested form may be a part): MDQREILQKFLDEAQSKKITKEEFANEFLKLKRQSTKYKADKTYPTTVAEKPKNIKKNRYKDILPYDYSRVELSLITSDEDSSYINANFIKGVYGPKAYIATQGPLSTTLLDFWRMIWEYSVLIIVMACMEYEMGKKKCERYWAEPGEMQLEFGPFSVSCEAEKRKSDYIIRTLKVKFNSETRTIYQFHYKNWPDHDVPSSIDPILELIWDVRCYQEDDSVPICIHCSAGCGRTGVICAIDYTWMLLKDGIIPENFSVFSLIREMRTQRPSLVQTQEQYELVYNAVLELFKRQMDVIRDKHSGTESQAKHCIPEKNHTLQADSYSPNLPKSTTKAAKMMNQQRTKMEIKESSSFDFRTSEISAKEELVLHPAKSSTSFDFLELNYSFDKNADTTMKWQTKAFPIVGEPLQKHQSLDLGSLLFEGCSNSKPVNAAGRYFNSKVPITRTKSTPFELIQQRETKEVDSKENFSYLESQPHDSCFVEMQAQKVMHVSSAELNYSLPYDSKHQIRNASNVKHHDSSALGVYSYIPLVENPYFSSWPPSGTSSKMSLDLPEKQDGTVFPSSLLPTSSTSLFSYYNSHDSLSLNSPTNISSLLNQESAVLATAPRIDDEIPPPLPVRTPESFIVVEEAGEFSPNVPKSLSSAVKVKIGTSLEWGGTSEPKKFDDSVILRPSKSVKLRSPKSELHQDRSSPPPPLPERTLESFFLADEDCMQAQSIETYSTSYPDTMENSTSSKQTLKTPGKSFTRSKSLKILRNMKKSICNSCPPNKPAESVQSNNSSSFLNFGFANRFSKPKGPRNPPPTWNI
PTPN22 act = activators of human LYP (PTPN22) phosphatase; recombinant LYP, DiFMUP fluorescence; 0 = plate median, 100 = signal doubled; AID 697; Q9Y2R2; activation, % at 2 µM; 0.11% of 96,000 active;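 active = activation at 2 µM above a set limit, the mean plus 5 SD, cut at about 37% in these data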
HIV Rev-RRE inh = HIV Rev-RRE protein-RNA interaction inhibition. P05866. Rev peptide-RRE RNA binding, FRET. inhibition, % at 8 µM. 0.79% of 97,000 active. AID 704;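 active = inhibition above the screen-wide mean plus 3 SD, cut at about 35% in these data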;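 also: 0% = median DMSO wells and 100% = median Neomycin B control wells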
Target sequence (P05866 whole entry, looked up): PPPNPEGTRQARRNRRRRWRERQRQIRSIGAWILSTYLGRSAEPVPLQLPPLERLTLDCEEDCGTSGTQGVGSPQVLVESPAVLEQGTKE
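Test system – labelled RRE RNA duplex and labelled Rev peptide · Reagent – labelled Rev peptide · Doses – one concentration, 8 µM nominal · Incubation – 5 + 15 min at 25 °C · Signal – FRET fluorescence readout · Read-out basis – % inhibition of FRET ratio versus controls · Control set – DMSO wells as 0% and neomycin B wells as 100% inhibition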
Starred values were filed as active, the others as inactive; / = not tested or not shown. Rule as the data show it, unless noted: active = inhibition above about 30%; inactive = the rest.

Fields – PostGolgi yeast	EphB4 antag	S1P2 antag	HIV Rev-RRE inh	LYP inh 2	S1P2 ag	FAK blocker	PostGolgi ctrl	PTPN22 act
1. COc1ccc(/C=N/NC(=O)CSc2nnc(CCCc3ccc(OC)c(C)c3)o2)cc1
  -15	5	-5	2	-12	-5	-1	6	9
2. O=C1C2C(C(=O)N1Cc1cccnc1)C1C=CC2C12CC2 (stereo not drawn)
  -10	-4	-9	1	-28	-5	0	-3	24
3. O=C(CCN1CCOCC1)Nc1ccc2c(c1)CCC2
  -4	2	-1	3	3	-3	2	-8	-7
4. O=C(C[n+]1ccc(C(=O)N/N=C/c2ccc(Cl)cc2Cl)cc1)c1ccccc1
  0	-6	-29	-5	-9	-1	3	24	4
5. COc1ccc(OC)c(N(CC(=O)N2CCC(C)CC2)S(=O)(=O)c2ccccc2)c1
  -9	-3	4	-2	-6	-7	-6	5	10
6. O=C(c1cccc(Cl)c1Cl)N1CCN(c2ccccn2)CC1
  6	3	-2	3	18	-1	-4	-2	-14
7. O=C(COc1ccccc1)Nc1cc(C(F)(F)F)ccc1N1CCCC1
  -3	-3	-2	12	6	-3	-2	13	0
8. CC(=O)N1CCN(C(=O)CNc2cc(C(F)(F)F)ccc2OCC(F)(F)F)CC1
  15	-5	4	0	6	-6	-3	3	-7
9. O=C(CSc1nnc(-c2cccc(S(=O)(=O)N3CCCCC3)c2)o1)c1ccc[nH]1
  25	8	22	8	8	-8	-2	-1	-10
10. O=C(Nc1c(-c2ccccc2)nc2c(Br)cc(Br)cn12)c1ccco1
  5	-6	1	1	-2	-2	-2	4	3
11. O=C(c1cc(C2CC2)on1)N1CCN(c2ccc(F)cc2)CC1
  6	0	-12	-6	2	-2	-10	2	-4
12. CC(NC(=O)c1ccco1)C(=O)Nc1nc(-c2ccccn2)cs1 (stereo not drawn)
  1	-1	13	6	14	-4	2	8	-11
13. CC(=O)Nc1ccc(NS(C)(=O)=O)cc1
  -2	-5	-25	2	-10	-6	0	-2	6
14. O=C(c1cc2n(n1)C(C(F)(F)F)CC(c1ccc(Cl)cc1)N2)N1CCCC1 (stereo not drawn)
  -9	-2	14	6	6	-5	0	2	-2
15. CCCCSc1cc(C)nc2ncnn12
  /	5	11	6	2	-8	-6	/	1
16. Cc1nn(C(C)(C)C)c(OC(=O)c2cccs2)c1S(=O)(=O)c1ccccc1
  9	4	14	18	12	-7	-9	20	-14
17. O=C(Cc1cccs1)N(Cc1cccs1)C1(C(=O)NC2CCCCC2)CCCCC1
  1	1	-11	3	1	-3	0	31*	-1
18. CC(C)c1ccc(-c2c(C#N)c(N)nc(SCC(=O)N3CCCCC3)c2C#N)cc1
  -7	6	-9	10	0	0	-11	0	0
19. C=CCc1ccc(OCC(O)CN2CCCCC2C)c(OC)c1 (stereo not drawn)
  -6	11	2	9	8	-5	11	7	-8
20. COCCOC(=O)C(C#N)c1nc2ccccc2nc1N1CCCC1 (stereo not drawn)
  -9	-5	5	18	4	-4	-3	11	-4
21. Cc1nc2ccccc2c(=O)n1CC(=O)N1CCOCC1
  -5	-7	-15	10	-12	-2	0	20	10
22. CC(C)(C)Nc1nc(NCc2cccnc2)nc(N2CCOCC2)n1
  /	3	-8	9	7	-4	-3	/	-5
23. CCN(CC)S(=O)(=O)c1ccc(-c2ccc(S(=O)(=O)N(CC)CC)cc2)cc1
  -8	1	14	0	-2	-1	1	9	3
24. COCC(=O)N(c1ccc(C(C)C)cc1)C1C=CS(=O)(=O)C1 (stereo not drawn)
  -5	3	3	6	2	-2	-1	-6	-2
25. Cc1nnc(NC(=O)CSc2nnc(Cc3ccccc3)n2-c2ccccc2)s1
  -2	-6	-5	2	0	-3	0	13	0
26. CCCOC(=O)Nc1sc2c(c1C(=O)OCC)CCC2
  -4	3	22	12	-1	-8	5	13	-1
27. CCC(=O)c1ccc(OCC(O)CN2CCOCC2)cc1 (stereo not drawn)
  4	0	-9	5	-1	1	0	4	0
28. COc1ccc(CCNC(=O)NC23CC4CC(CC(C4)C2)C3)cc1
  -9	-3	-3	8	0	-2	-1	13	3
29. CC(C)CNS(=O)(=O)c1ccc(CCC(=O)N2CCOCC2)cc1
  7	1	3	4	4	-2	0	-4	-4
30. COCCN1Cc2cccc(C(=O)Nc3cccnc3)c2C1=O
  -5	4	-26	7	-1	1	7	16	-4
31. CCCn1nc2cc(C(=O)NCc3ccc4c(c3)OCO4)ccc2c1OCC
  -11	-2	0	0	-5	-6	-3	-7	7
32. Oc1c(C=NCc2ccncc2)sc2ccccc12
  0	-5	-17	6	-13	1	-1	7	5
33. CCCCCn1c(Sc2nc3ccccc3s2)nc2c1c(=O)[nH]c(=O)n2C
  1	-7	-31	-2	10	2	0	35*	-6
34. CC1CN(CC(=O)N2CCc3[nH]c4ccccc4c3C2)CC(C)O1 (stereo not drawn)
  1	-6	-13	9	-8	-7	4	7	10
35. O=C(O)c1cc(NCc2ccc3c(c2)OCO3)ccc1N1CCOCC1
  32*	12	-4	7	-4	-6	2	-2	2
36. COc1cccc(C2=NOC(C(=O)NCc3ccccc3)C2)c1 (stereo not drawn)
  -2	-4	-1	0	8	-4	-5	3	-9
37. CN(C)C(=O)c1ccc(COc2ccccc2Br)o1
  -6	1	-9	3	-7	-5	1	-5	6
38. CC1CN(C(=O)CSc2nnc(-c3ccncc3)n2-c2ccccc2)CC(C)O1 (stereo not drawn)
  22	-7	19	3	-10	-4	-4	-8	7
39. N#Cc1ccc2ccn(CC(=O)NC3CCCCCC3)c2c1
  -1	7	7	2	2	-6	1	7	-5
40. CC(=O)N1CCc2cc(S(=O)(=O)CCC(=O)N3CCc4ccccc4C3)ccc21
  3	-5	-3	5	-8	-3	-3	6	8

Grouped by structure, those above containing fluorine.
Fields – PostGolgi yeast	EphB4 antag	S1P2 antag	HIV Rev-RRE inh	LYP inh 2	S1P2 ag	FAK blocker	PostGolgi ctrl	PTPN22 act
7. O=C(COc1ccccc1)Nc1cc(C(F)(F)F)ccc1N1CCCC1
  -3	-3	-2	12	6	-3	-2	13	0
8. CC(=O)N1CCN(C(=O)CNc2cc(C(F)(F)F)ccc2OCC(F)(F)F)CC1
  15	-5	4	0	6	-6	-3	3	-7
11. O=C(c1cc(C2CC2)on1)N1CCN(c2ccc(F)cc2)CC1
  6	0	-12	-6	2	-2	-10	2	-4
14. O=C(c1cc2n(n1)C(C(F)(F)F)CC(c1ccc(Cl)cc1)N2)N1CCCC1 (stereo not drawn)
  -9	-2	14	6	6	-5	0	2	-2

Next section.
Fields – PostGolgi yeast	EphB4 antag	S1P2 antag	HIV Rev-RRE inh	LYP inh 2	S1P2 ag	FAK blocker	PostGolgi ctrl	PTPN22 act
41. Cc1ccc(NCc2nnc(SCC(=O)OC3CCCCC3)o2)c(C)c1
  1	2	4	9	-6	-3	11	26	5
42. CC(=O)C1=C(C)NC(=O)NC1c1cc(Br)ccc1OCC#N (stereo not drawn)
  /	-3	5	4	-7	-4	0	/	3
43. c1ccc(Sc2cnc3ccccc3n2)cc1
  0	-4	-11	5	7	-2	3	3	-4
44. Brc1ccc(C2=Nn3c(nnc3-c3n[nH]c4c3CCC4)SC2)cc1
  4	2	-4	11	8	11	-6	20	-10
45. CSCCC(NC(=O)CCN1C(=O)c2ccccc2C1=O)C(=O)O (stereo not drawn)
  4	5	0	2	-6	-1	1	-2	-2
46. Cc1cc2oc(=O)cc(CN3CCC(C)CC3)c2cc1Cl
  15	2	20	15	-10	-3	0	4	9
47. N#Cc1cccc(NC(=O)CN2NS(=O)(=O)c3ccccc3C2=O)c1
  -2	-6	-8	2	-4	-4	0	2	4
48. COC(=O)CCN1CCC(C(N)=O)CC1
  0	6	16	4	10	-4	7	1	-4
49. CC(NC(=O)c1cccnc1)C(c1ccccc1)N1CCN(C)CC1 (stereo not drawn)
  -1	-4	11	6	1	-4	-1	7	2
50. COc1ccc(CN2CCCC(C(=O)N3CCCC3)C2)cc1 (stereo not drawn)
  13	-5	14	3	4	-1	1	5	-4
51. O=C(NNC(=O)C1CC1c1ccccc1)Nc1cccc(Cl)c1 (stereo not drawn)
  -1	-3	-16	3	6	-9	-7	0	-3
52. O=C(Nc1sccc1C(=O)NCc1ccco1)c1cccnc1
  -4	-3	-26	26	-27	-1	12	13	27
53. COC(=O)C1=CNC=C(C(=O)OC)C1c1ccc(Cl)cc1
  -3	-10	-1	1	10	5	3	13	-13
54. CCOC(=O)c1[nH]c(C)c(C(=O)c2cc(F)ccc2F)c1C
  10	3	-21	5	4	1	2	15	-8
55. COc1ccccc1CC(=O)O/N=C(\N)Cc1cccc2ccccc12
  -3	1	8	21	8	-4	1	30*	-3
56. CC(C)c1ccc(CN2CC(C(=O)O)CC2=O)cc1 (stereo not drawn)
  -1	-1	-10	5	-5	-1	-2	-4	7
57. O=C(Nc1nccs1)c1ccc(COc2ccccc2Br)o1
  0	0	-18	5	8	-7	6	18	-5
58. Cc1nc(NCCc2cnc[nH]2)c2oc3ccccc3c2n1
  7	8	-7	10	0	-1	8	-6	-3
59. COC(=O)C(NC(C)=O)(Nc1ccccc1)C(=O)OC
  -3	4	-1	11	-6	-4	0	19	3
60. Clc1ccc(CSc2nnc(-c3cccnc3)n2Cc2ccco2)c(Cl)c1
  13	-3	-7	14	-2	-2	3	22	2
61. COc1ccc(CCn2c(-n3nc(C)cc3C)nc3c2c(=O)[nH]c(=O)n3C)cc1
  /	7	13	2	3	-3	4	/	-8
62. O=C(CN(c1ccc(F)cc1)S(=O)(=O)c1ccc2c(c1)OCCO2)Nc1cccnc1
  4	1	11	8	-4	-2	0	4	2
63. COCCCN(C(=O)c1cccnc1SC)c1c(N)n(Cc2ccccc2)c(=O)[nH]c1=O
  1	7	13	11	-6	-9	-1	15	5

2 compounds from above, limited to S1P2 ag, HIV Rev-RRE inh and PostGolgi yeast.
No.	compound	S1P2 ag	HIV Rev-RRE inh	PostGolgi yeast
44	Brc1ccc(C2=Nn3c(nnc3-c3n[nH]c4c3CCC4)SC2)cc1	11	11	4
45	CSCCC(NC(=O)CCN1C(=O)c2ccccc2C1=O)C(=O)O (stereo not drawn)	-1	2	4

Assay outcomes (PubChem BioAssay)

Not a hit list. About 7% of those tested had a hit in this group.
